# High-throughput results: PubChem, several laboratories
# HIF activator – HIF pathway transcriptional activation. U2OS HRE-luciferase reporter, luminescence; normalized: DMSO 0%, desferrioxamine 100%. activation, % at 7.5 µM (by protocol). hit rate 0.32% among 300,000;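 active = mean activation of at least 10% of the iron chelator positive control signal, with at least half of replicates also reaching 10%; inconclusive = mean and replicate majority disagree about reaching 10%; inactive = mean and most replicates under 10%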
# HSF1 activator – increases HSF-1 driven luciferase reporter signal. NIH3T3-HGL HSF-1 luciferase reporter, MG132, 8 h; 100% = twice DMSO control signal. activation, % at 9 µM. hit rate 1.7% among 300,000. AID 504408;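 active = mean replicate activation of at least 50% with a set share of replicates each reaching 50%; inconclusive = only one of those two conditions met; inactive = mean below 50% and too few replicates reaching it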;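 note: 0% = median of the neutral control wells and 100% = twice that signal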
# HSP90 inh – blocks HSP90-mediated luciferase refolding in reticulocyte lysate; Rabbit reticulocyte lysate, luciferase refolding luminescence, 3 h; inhibition, % at 5.6 µM; hit rate 0.91% among 290,000; AID 1789;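 active = inhibition above the screen-wide mean plus 3 SD, computed separately per campaign, cut at about 16% in these data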;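 note: 0% = DMSO wells and 100% = 60 µM geldanamycin wells; inhibitors lower the luminescence because luciferase stays unfolded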
# IEC-6 tox – IEC-6 cytotoxicity, counter-screen for KLF5 inhibitors. luminescence viability. inhibition, % at 5 µM. hit rate 0.78% among 290,000. AID 1825; in the data active = inhibition above about 22%;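 note: 0% = plate median of test compound wells and 100% = cytotoxic reference compound wells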
# aSyn 5UTR inh – 5' untranslated region of α-synuclein, MLPCN primary screen | AID 1813 | inhibition, % (tested at 7.5 µM) | alpha-synuclein 5'UTR reporter, inhibitor activity | hit rate 0.82% among 300,000; in the data active = inhibition above about 60%; inconclusive = no clear call, values can overlap the other calls;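 note: H4 neuroglioblastoma cells stably carrying SNCA 5'UTR luciferase fusion; 0% = DMSO wells and 100% = positive control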
# GSK3A inh – inhibitors of human GSK-3 alpha kinase; ADP-Glo luminescence, 60 min; inhibition, % at 10 µM; hit rate 0.1% among 320,000; P49840;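 in the data active = inhibition above about 50%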;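 note: GST-tagged GSK-3 alpha with peptide substrate and 25 µM ATP; 0% = DMSO neutral wells and 100% = GW8510 positive control wells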
# Target sequence (P49840 whole entry, looked up): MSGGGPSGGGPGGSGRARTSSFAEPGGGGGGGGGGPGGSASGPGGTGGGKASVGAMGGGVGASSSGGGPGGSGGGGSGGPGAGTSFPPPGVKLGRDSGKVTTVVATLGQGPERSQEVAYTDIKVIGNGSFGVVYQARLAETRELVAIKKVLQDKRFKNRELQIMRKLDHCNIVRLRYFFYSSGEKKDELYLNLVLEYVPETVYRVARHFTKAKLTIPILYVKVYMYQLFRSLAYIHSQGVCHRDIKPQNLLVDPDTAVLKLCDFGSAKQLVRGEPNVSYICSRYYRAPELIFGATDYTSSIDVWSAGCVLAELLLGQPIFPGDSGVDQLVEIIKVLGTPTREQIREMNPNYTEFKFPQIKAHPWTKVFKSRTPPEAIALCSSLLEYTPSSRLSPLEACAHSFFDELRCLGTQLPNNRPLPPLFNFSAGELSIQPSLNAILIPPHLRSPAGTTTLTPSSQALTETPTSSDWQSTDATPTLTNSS
# GSK3B inh – inhibitors of human GSK3beta kinase. GST-GSK3beta kinase, ADP-Glo luminescence, 60 min; hits give low values. hit rate 0.038% among 300,000. AID 2097. activity score (negative = inhibition), % at 10 µM;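 active = more than half of replicate wells score below -50%, meaning over 50% inhibition versus plate controls; inconclusive = some replicates but at most half score below -50%; inactive = no replicate scores below -50%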;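 note: 0% = median DMSO wells and -100% = median GW8510 positive control wells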
# Target sequence (P49841 whole entry, looked up): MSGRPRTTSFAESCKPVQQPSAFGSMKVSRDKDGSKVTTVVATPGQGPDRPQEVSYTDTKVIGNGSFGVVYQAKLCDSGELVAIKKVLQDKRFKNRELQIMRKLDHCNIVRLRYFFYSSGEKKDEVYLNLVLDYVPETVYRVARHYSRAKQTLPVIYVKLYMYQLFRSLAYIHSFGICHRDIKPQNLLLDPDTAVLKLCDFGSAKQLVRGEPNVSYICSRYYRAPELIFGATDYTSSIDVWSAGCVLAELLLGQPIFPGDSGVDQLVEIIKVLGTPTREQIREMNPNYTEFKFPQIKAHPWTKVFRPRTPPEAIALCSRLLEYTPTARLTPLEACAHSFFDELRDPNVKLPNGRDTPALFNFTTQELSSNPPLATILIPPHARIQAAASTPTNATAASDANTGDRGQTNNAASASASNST
#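 test system = GST-tagged human GSK3beta kinase, cell-free | reagent = 25 µM ATP with peptide substrate | dosing = one dose of 10 µM per compound | schedule = 60 min reaction, RT | detection = luminescent ADP-Glo measurement of ADP formed | control set = DMSO neutral wells and GW8510 at 20 µM as positive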
# KLF5 inh – suppresses KLF5 promoter-driven expression; DLD-1 KLF5 promoter-luciferase reporter, luminescence; inhibition, % at 5 µM; hit rate 0.23% among 290,000; AID 1700;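 active = inhibition above a per-plate limit of that plate's mean compound inhibition plus 3 SD, cut at about 60% in these data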;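 note: 0% = DMSO wells and 100% = LY294002 at 200 µM; higher means less KLF5 promoter-driven luciferase light; inactives centre near -14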
# HSF1 inh – HSF1 inhibition; hit rate 0.77% among 300,000; activity change, negative = inhibition, % at 7.5 µM (by protocol); NIH3T3-HGL HSE-luciferase, MG132-induced, luminescence 8 h; hits give low values;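 active = more than half of replicate wells show activity change below -50%, luminescence cut by over half; inconclusive = some wells, but at most half, below -50%; inactive = no replicate well below -50%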;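 note: luciferase reports HSF-1 transcriptional activity via heat shock element; 0% = median of DMSO wells and -100% = zero luminescence signal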
# AI-2 QS modul – Vibrio harveyi AI-2 quorum sensing modulation; hit rate 0.4% among 300,000; activity change, % at 7.5 µM; Vibrio harveyi JMH597 AI-2 luminescence/OD600 ratio, 9 h; hits give low values; strain lacks LuxN and CqsS sensors; 0 = neutral-control median; in the data active = activity change below about -75%, passing the limit was not always enough; inconclusive = no clear call, values can overlap the other calls;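 note: luminescence divided by OD600 gain over 9 h not by final OD600 alone; inactives centre near 13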
# An asterisk follows results filed as active; ? = inconclusive; nt = no result given.
SMILES,HIF activator,HSF1 activator,HSP90 inh,IEC-6 tox,aSyn 5UTR inh,GSK3A inh,GSK3B inh,KLF5 inh,HSF1 inh,AI-2 QS modul
COc1ccc(NS(=O)(=O)c2c(C)[nH]c(C)c2C(=O)N2CCCCC2)cc1Cl,-0.4,0,-4,-2,20,-1,3,-17,1,7
Cc1ccc(-c2nc3ccccc3s2)cc1S(=O)(=O)N1CCCC1,2.2,17,2,-7,-63,0,1,-44,9,27
O=C(CCn1c(=O)oc2ccccc21)Nc1ccc(N2CCOCC2)cc1,-0.7,20,-7,-8,1,0,0,-14,16,20
O=C(OCC(=O)N1CCCCCC1)c1ccc([N+](=O)[O-])cc1Cl,0.2,6,5,10,-4,1,-1,-1,-4,14
Cc1cc(S(=O)(=O)N2CCN(Cc3ccc4c(c3)OCO4)CC2)cc(C)c1N1CCCC1=O,0.0,-9,-8,-5,10,-2,1,-25,-6,15
COc1ccc(NC(=O)C2CCCN2C(=O)OCc2ccccc2)c(OC)c1 (centres undefined),-0.5,6,0,-9,-2,nt,4,-19,0,25
Cc1cccc(CN2CCN(c3nc4nonc4nc3NC3CC3)CC2=O)c1,0.0,-3,-3,-2,12,-4,2,1,9,28
COc1ccc(NC(=O)N(CCC(C)C)C(C)c2ccccn2)c(OC)c1 (centres undefined),-0.1,-7,2,-6,8,1,-1,-27,2,32
COc1ccc2[nH]c3c(c2c1)CCN1C(=O)N([C@@H](C)C(=O)NC2CCCC2)C(=O)[C@]31C,-0.2,6,-1,3,15,-1,-2,-8,-1,17
COc1ccc(OC)c(NC(=O)c2cc(-c3cc(C)cc(C)c3O)n[nH]2)c1,0.1,8,-7,-7,-23,-1,0,-17,4,-1
CN1C(=O)/C(=C/c2ccc(OCc3ccc(F)cc3)cc2)N(C)C1=S,0.3,7,7,-1,-11,-1,-1,-52,1,2
CCOC(=O)C1(CCOc2ccccc2)CCN(Cc2cccs2)CC1,-0.2,-12,-1,-2,1,nt,0,9,1,12
Cc1ccc(N/C=C(\[N+](=O)[O-])S(=O)(=O)c2ccccc2)cc1,0.2,23,-2,5,-8,2,3,-17,6,10
Cc1cc(N)n2nc(C(F)(F)F)nc2n1,-0.5,12,2,0,-37,6,2,2,1,30
COc1cccc(-c2cc3nc4c(c(N5CCC6(CC5)OCCO6)n3n2)CCCC4)c1,1.1,nt,8,-3,-22,-3,0,-42,nt,17
O=C(CCC(=O)Nc1nnc(C2CCCCC2)s1)NCC1CCCO1 (centres undefined),1.6,13,5,1,6,10,1,-25,-4,10
COc1ccc(OC)c(S(=O)(=O)n2ccnc2C)c1,-0.6,-18,1,8,10,-3,0,-5,-1,3
CCOc1ccc2nc(NC(=O)Cn3cnc4c3c(=O)n(C)c(=O)n4C)sc2c1,nt,nt,-2,-6,nt,8,0,0,nt,26
Cc1ccc(-n2c(C)cc(C(=O)CN3CCCCC3)c2C)cc1,0.4,22,-4,-1,-55,-2,-1,-12,-5,19
CCOc1cccc(C2/C(=C(/O)c3ccc4c(c3)CC(C)O4)C(=O)C(=O)N2Cc2cccnc2)c1 (centres undefined),-0.1,5,-5,-13,13,-1,1,-31,4,22
Cc1ccccc1NC(=S)N1CCN(Cc2ccccc2)CC1,-0.6,6,4,0,22,-2,1,-8,-3,-10
COc1ccc(-c2nc(-c3ccccn3)no2)cc1,-3.7,-80,94*,28*,107*,33,-20,110*,-78*,27
COc1cc(OC)c(NC(=O)CC(C)=O)cc1Cl,-0.1,11,-2,2,-33,-3,0,-18,4,15
O=C(O)CN1C(=O)/C(=C\c2cccc(OC(=O)c3ccco3)c2)SC1=S,-45,0,0,-1,3,4,1,-4,-8,25
CCOc1ccccc1NC(=O)Cn1c(=O)c2ccccc2n(CC)c1=O,0.2,9,-4,-4,39,0,-1,7,3,27
CCCC(O)(CCC)C(=O)NN(C(=O)CCl)c1ccccc1,-0.9,2,-1,-3,-69,-1,0,-1,-1,19
CCCCN(Cc1cc2cccc(C)c2[nH]c1=O)S(C)(=O)=O,0.1,6,7,4,10,nt,2,-8,0,53
Cc1ccc(OCC(=O)NNC(=O)Cc2ccc(S(=O)(=O)N3CCOCC3)s2)cc1,-23,6,nt,nt,14,-2,2,nt,3,59
Cc1ccc(C(=O)Nc2nc3n(n2)C(c2ccccc2)CC(=O)N3)cc1 (centres undefined),-0.6,-1,4,2,12,-1,-2,-6,-8,32
CCCc1nn(C)c(C(=O)Nc2cccc(Cl)c2)c1Cl,nt,nt,26*,-5,-61,-1,0,-41,nt,19
C=C(Br)CN1CCN(CC(=C)Br)CC1,-0.2,-10,-2,-2,2,-2,0,-16,-2,23
C=CCN(C(=O)CN1CCCCC1)c1nc(-c2ccccc2)cs1,1.1,-2,-2,3,-110,-1,0,-41,-3,11
CC(C)OC(=O)Cn1c(-c2ccccc2)c(-c2ccccc2)nnc1=O,-1.5,29,-1,-3,15,-1,-1,-14,4,21
Cc1ccc(-n2ncc3c(=O)[nH]c(SCC(=O)N4CCCCC4)nc32)cc1,-0.3,4,0,1,4,0,-2,-28,-3,13
CCN1C(=O)C(O)(CC(=O)C(C)(C)C)c2cc(Br)ccc21 (centres undefined),0.1,18,2,-1,-6,nt,1,-17,10,1
COC(=O)C1=CN(C2CC2)C=C(C(=O)OC)C1c1ccccc1OC,0.2,0,1,7,-2,-1,-3,-1,-4,10
CCOc1cccc(CN2CCC(n3nccc3NC(=O)CCCc3ccccc3)CC2)c1,-0.4,21,1,-11,17,6,2,-22,14,64
COc1ccccc1CCn1cc(C#N)c(=O)[nH]c1=O,0.3,18,0,2,3,-1,1,-12,1,6
O=C(NCc1ccc2c(c1)OCO2)Nc1cccc(Cl)c1,2.1,32,0,3,-127,0,3,-113,5,-91*
COc1ccc(CC(=O)Nc2cccc(-c3ccc4nnc(C)n4n3)c2)cc1,-0.3,-2,-10,-3,-4,-2,2,-40,12,34
Cc1ccc(C(C)(C)C)c(OCCCn2ccnc2)c1,-1.3,-7,1,7,1,0,2,11,1,38
COC(=O)C1(C)NC(c2ccc(O)cc2)C2C(=O)N(c3ccc4c(c3)OCCO4)C(=O)C21 (centres undefined),-0.4,-7,1,-4,-2,-3,0,-23,3,29
CCc1nc(-c2ccc(C)nc2OC)no1,0.2,nt,3,4,15,0,-4,1,nt,23
COc1ccccc1/C=N/Nc1cc(N(C)C)nc(N(C)C)n1,-0.3,6,1,4,-25,3,1,-33,3,7
O=C(CCN1CCc2ccccc2C1)Nc1ccc(F)c(F)c1,0.3,17,1,3,6,3,-3,17,-1,19
Cc1cc([N+](=O)[O-])cc(/C=N\NC(=O)C2COc3ccccc3O2)c1O (centres undefined),2.6,-9,2,-6,22,1,3,-10,-2,-16
Cn1c2ccccc2c2cnn(CC(=O)N3CCCCC3)c(=O)c21,0.4,6,-2,0,-15,-1,1,-25,3,14
N#CC1CCCc2c1[nH]c1ccc([N+](=O)[O-])cc21 (centres undefined),0.2,10,4,4,41,-1,0,-3,-9,nt
COc1ccc(NC(=O)N2CCCC(C(=O)NCc3ccccc3F)C2)cc1 (centres undefined),1.7,-26,-2,9,-3,-1,1,1,-3,13
O=C(COC(=O)c1cccc(S(=O)(=O)NCc2ccccc2)c1)Nc1ccccc1OC(F)F,1.5,-2,1,2,8,-1,-9,-11,-5,20
# (continued)
SMILES,HIF activator,HSF1 activator,HSP90 inh,IEC-6 tox,aSyn 5UTR inh,GSK3A inh,GSK3B inh,KLF5 inh,HSF1 inh,AI-2 QS modul
O=C(OCC1OC(n2cnc3c(N(C(=O)c4ccccc4)C(=O)c4ccccc4)ncnc32)C(O)C1F)c1ccccc1 (centres undefined),1.5,-13,1,-3,-11,nt,0,-32,2,22
Cc1ccc(C(=O)OC(C)C(=O)NCc2ccc3c(c2)OCO3)cc1S(=O)(=O)N1CCOCC1 (centres undefined),-0.7,2,-3,7,-13,nt,0,-7,-4,19
CCOC(=O)N1CCN(Cc2nc3ccc([N+](=O)[O-])cc3c(=O)n2-c2ccc(OC)cc2OC)CC1,1.1,-26,0,-5,9,-2,-3,-2,-12,13
Cc1cccc(/C(N)=N/OC(=O)Cc2cccs2)c1,5.2,32,1,3,-141,0,-1,-26,14,-26
Cc1n[nH]c(C)c1S(=O)(=O)N1CCc2ccccc21,-1.0,-15,3,0,9,-1,0,19,0,15
COC(=O)C(CC(C)C)NC(=O)C(N)Cc1ccccc1 (centres undefined),-0.5,-11,-2,4,6,-2,-4,-42,-11,-8
O=C(Nc1ccccc1NS(=O)(=O)c1ccc(F)cc1)C1CCCC1,0.4,-8,2,0,4,1,3,-24,0,0
Cc1cccc(NC(=O)C2CC2c2ccccc2)c1C (centres undefined),-1.0,9,-4,-3,1,-3,2,-34,0,15
Cc1ccc(NC(=O)C2CCN(S(=O)(=O)c3cccnc3)CC2)cc1C,-1.2,0,2,5,18,2,2,0,-8,-89*
O=S(=O)(NCCN1CCOCC1)c1ccc(F)c(Cl)c1,-22,2,0,0,25,0,-1,-19,-6,8

# The last three entries of the section before open the next one:
SMILES,HIF activator,HSF1 activator,HSP90 inh,IEC-6 tox,aSyn 5UTR inh,GSK3A inh,GSK3B inh,KLF5 inh,HSF1 inh,AI-2 QS modul
Cc1cccc(NC(=O)C2CC2c2ccccc2)c1C (centres undefined),-1.0,9,-4,-3,1,-3,2,-34,0,15
Cc1ccc(NC(=O)C2CCN(S(=O)(=O)c3cccnc3)CC2)cc1C,-1.2,0,2,5,18,2,2,0,-8,-89*
O=S(=O)(NCCN1CCOCC1)c1ccc(F)c(Cl)c1,-22,2,0,0,25,0,-1,-19,-6,8
C=CCN1C(=O)CSC1=Nc1ccc(NC(C)=O)cc1,-1.1,2,-1,-3,16,-4,2,-20,-8,15
CCOC(=O)c1c(C)[nH]c(C)c1S(=O)(=O)N(C)CC(=O)Nc1ccccc1OC,0.1,24,0,5,20,-3,2,10,-6,24
CCOC(=O)c1c(C)c(C(=O)O)n(C)c1C,0.0,-11,0,3,?,-3,-2,-32,-1,14
COC(=O)C1C(=O)NCC1c1ccc(C)cc1 (centres undefined),-0.4,1,2,4,9,-3,1,-9,-3,26
O=C(Cn1c(O)c(/C=C2\C=Nc3ccccc32)sc1=O)N1CCOCC1,-0.5,-17,2,-1,-7,-4,0,4,-16,26
CC(=O)c1cccc(NC(=O)CCc2nnc3ccc(NCc4ccc5c(c4)OCO5)nn23)c1,-1.4,4,2,1,16,-1,14,-10,-1,-8
COc1ccc(C(C)=O)cc1COC(=O)c1cccnc1SC,-0.2,11,1,8,6,-2,-5,3,-1,6
COc1ccc(S(=O)(=O)N(CC(=O)N/N=C/c2ccccc2C(=O)O)c2ccccc2OC)cc1,0.0,-10,-1,3,-2,-1,2,-6,0,25
CC(C)CNC(=O)COC(=O)c1cc(Cl)cc(Cl)c1N,0.0,10,4,4,-10,5,-1,-11,-3,16
